AGP1-GFP MLPCN: alters AGP1-GFP fluorescence in TOR pathway yeast screen | S. cerevisiae AGP1-GFP multiplex flow cytometry, 3 h; GFP as percent of DMSO wells | GFP response vs DMSO, % at 10 µM | actives 0.02% (n = 320,000);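 active = GFP response relative to DMSO above a set limit, near screen average plus 3 SD, cut at about 150% in these data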;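 also: median GFP channel fluorescence of the gated AGP1 strain per well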
AHR activator: human AHR activation | AID 2796 | P35869 | AHR-responsive luciferase reporter cells, luminescence | actives 2.5% (n = 320,000) | activation, % at 5 µM; in the data active = activation above about 47%;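 also: 0% = vehicle wells and 100% = reference agonist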
Target sequence (P35869 whole entry, looked up): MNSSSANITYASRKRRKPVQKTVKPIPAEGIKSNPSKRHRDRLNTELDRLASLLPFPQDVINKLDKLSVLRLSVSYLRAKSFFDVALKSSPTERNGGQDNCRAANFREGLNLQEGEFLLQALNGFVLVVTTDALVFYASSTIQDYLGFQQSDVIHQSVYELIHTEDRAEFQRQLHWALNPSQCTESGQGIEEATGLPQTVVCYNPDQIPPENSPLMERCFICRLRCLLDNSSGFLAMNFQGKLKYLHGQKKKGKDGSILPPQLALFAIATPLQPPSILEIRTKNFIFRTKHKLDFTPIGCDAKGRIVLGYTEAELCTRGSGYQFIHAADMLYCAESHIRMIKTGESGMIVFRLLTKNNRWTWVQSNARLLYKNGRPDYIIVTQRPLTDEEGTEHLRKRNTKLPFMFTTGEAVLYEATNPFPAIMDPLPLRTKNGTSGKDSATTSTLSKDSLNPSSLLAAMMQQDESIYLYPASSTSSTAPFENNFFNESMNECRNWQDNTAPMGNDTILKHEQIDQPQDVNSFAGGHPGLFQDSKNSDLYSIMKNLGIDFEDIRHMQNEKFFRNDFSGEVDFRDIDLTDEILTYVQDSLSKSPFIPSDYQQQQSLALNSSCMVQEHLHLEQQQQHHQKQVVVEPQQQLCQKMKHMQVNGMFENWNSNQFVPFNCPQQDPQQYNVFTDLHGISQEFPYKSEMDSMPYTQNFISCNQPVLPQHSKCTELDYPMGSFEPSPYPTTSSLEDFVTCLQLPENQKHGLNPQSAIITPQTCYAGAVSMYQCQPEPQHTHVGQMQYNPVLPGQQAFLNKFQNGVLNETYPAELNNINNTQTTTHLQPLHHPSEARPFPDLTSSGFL
proCasp7 act: activates human procaspase-7, counter-screen for procaspase-3 activators; P55210; recombinant procaspase-7, Ac-DEVD-pNA absorbance 405 nm; D23A/D198A/D206A triple mutant, cannot self-cleave; scale: DMSO 0, 5 µM enzyme 100; activation, % at 8.5 µM; actives 0.093% (n = 330,000);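 active = percent activation above the screen-wide mean plus 3 SD, cut at about 25% in these data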
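Assay system: Uncleavable procaspase-7 mutant enzyme | Input: 2 µM procaspase-7 mutant as dispensed | Timing: 1 h compound preincubation, 2 h substrate cleavage, 25 °C | Repeats: One well per compound | Control set: DMSO wells as 0%, DMSO with 5 µM added PC-7 as 100% | Technique: Epi-absorbance of released pNA at 405 nm, two timepoints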
LAP4 TOR yeast: alters LAP4-GFP fluorescence in TOR pathway yeast screen; S. cerevisiae LAP4-GFP multiplex, flow cytometry GFP, 3 h; median GFP as percent of DMSO wells; GFP response vs DMSO, % at 10 µM; actives 0.34% (n = 320,000); AID 2023;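 active = GFP response vs DMSO above a set limit, about the screen mean plus 3 SD, cut at about 150% in these data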
RPL19A-GFP yeast: modulators of TOR pathway RPL19A-GFP in S. cerevisiae; percent response vs DMSO, % at 10 µM; actives 0.3% (n = 330,000); S. cerevisiae RPL19A-GFP strain, flow cytometry, 3 h; hits give low values;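 active = percent response vs DMSO below 50%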;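 also: median channel GFP fluorescence of the barcoded RPL19A-GFP strain; ratio of sample median GFP to plate DMSO average so 100% = DMSO; lower means less RPL19A-GFP as with rapamycin TOR inhibition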
CIT2-GFP yeast: yeast TOR pathway CIT2-GFP modulation. actives 0.065% (n = 320,000). AID 2029. GFP response vs DMSO, % at 10 µM. S. cerevisiae CIT2-GFP strain, flow cytometry, 3 h; 100 means same as DMSO wells;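 active = GFP response relative to DMSO above a set limit, near the screen mean plus 3 SD, cut at about 150% in these data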;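 also: ratio of well median GFP fluorescence to mean of DMSO wells on the plate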
proCasp3 act: procaspase-3 (human) activation; P42574; recombinant procaspase-3 D3A, Ac-DEVD-pNA absorbance 405 nm; activation, % at 8.5 µM; actives 0.11% (n = 330,000); AID 463141;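 active = activation above the mean of all tested compounds plus 3 SD, cut at about 21% in these data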;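 also: 0% = DMSO alone and 100% = DMSO wells spiked with extra 5 µM PC-3 D3A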
Target sequence (P42574 whole entry D9A/D28A/D175A): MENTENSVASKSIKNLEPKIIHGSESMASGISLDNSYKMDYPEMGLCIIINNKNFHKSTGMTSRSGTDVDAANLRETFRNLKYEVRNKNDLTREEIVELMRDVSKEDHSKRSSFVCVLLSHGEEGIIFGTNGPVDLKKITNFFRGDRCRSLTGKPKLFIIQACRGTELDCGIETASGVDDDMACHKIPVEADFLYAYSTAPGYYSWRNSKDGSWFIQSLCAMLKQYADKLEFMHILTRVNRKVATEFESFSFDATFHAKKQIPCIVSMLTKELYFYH
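Assay system: Autoprocessing-dead procaspase-3 D3A mutant enzyme; also added: Ac-DEVD-pNA; doses: one concentration, 8.5 µM nominal, 0.8% DMSO; times: 1 h compound preincubation, 2 h substrate hydrolysis at 25 °C; technique: 405 nm absorbance of p-nitroaniline, reads at 0 and 120 min; measure: % activation between DMSO and enzyme-spiked controls; repeats: single replicate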
MEP2 TOR yeast: alters MEP2-GFP fluorescence in TOR pathway yeast screen | S. cerevisiae MEP2-GFP strain, flow cytometry GFP, 3 h; 100% = DMSO control level | GFP response vs DMSO, % at 10 µM | actives 0.51% (n = 330,000) | AID 2016;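 active = GFP response versus DMSO above a set limit, roughly screen mean plus 3 SD, cut at about 180% in these data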;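 also: median GFP fluorescence of the barcode-gated MEP2-GFP cells per well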
* = called active by the depositor.

For COc1ccc(-n2c(=O)[nH]cc(C(=O)Nc3ccc(NC(C)=O)cc3)c2=O)cc1 the results were AGP1-GFP MLPCN 100, AHR activator 1, proCasp7 act 8, LAP4 TOR yeast 95, RPL19A-GFP yeast 99, CIT2-GFP yeast 100, proCasp3 act -2 and MEP2 TOR yeast 98.
`C=CCNC(=O)c1c(N)n(-c2cccc(S(N)(=O)=O)c2)c2nc3ccccc3nc12` gave AGP1-GFP MLPCN 105, AHR activator 0, proCasp7 act -3, LAP4 TOR yeast 98, RPL19A-GFP yeast 98, CIT2-GFP yeast 106, proCasp3 act 10 and MEP2 TOR yeast 107.
CCC(=O)NNc1ncnc2ccccc12 was read as AGP1-GFP MLPCN 109, AHR activator 16, proCasp7 act 4, LAP4 TOR yeast 103, RPL19A-GFP yeast 110, CIT2-GFP yeast 112, proCasp3 act 3 and MEP2 TOR yeast 111.
`CCC(C)NC(=O)c1cc(Cl)c(NC(=O)C2=C(C)OCCS2)cc1OC` (configuration not stated) gave AGP1-GFP MLPCN 95, AHR activator -6, proCasp7 act -6, LAP4 TOR yeast 96, RPL19A-GFP yeast 100, CIT2-GFP yeast 101, proCasp3 act 8 and MEP2 TOR yeast 113.
Screening CCn1c(CC(=O)Nc2ccc(F)cc2)nnc1SCC(=O)Nc1nnc(C)s1 returned AGP1-GFP MLPCN 100, AHR activator -1, proCasp7 act -2, LAP4 TOR yeast 91, RPL19A-GFP yeast 102, CIT2-GFP yeast 103, proCasp3 act 1 and MEP2 TOR yeast 103.
For Cn1ccnc1SCC(=O)Nc1cccc(S(=O)(=O)N2CCCCCC2)c1 the results were AGP1-GFP MLPCN 95, AHR activator 2, proCasp7 act -2, LAP4 TOR yeast 109, RPL19A-GFP yeast 94, CIT2-GFP yeast 91, proCasp3 act 5 and MEP2 TOR yeast 91.
Screening CCc1nnc(NS(=O)(=O)c2ccc(NC(=O)c3ccccc3OC)cc2)s1 returned AGP1-GFP MLPCN 103, AHR activator 0, proCasp7 act -3, LAP4 TOR yeast 98, RPL19A-GFP yeast 98, CIT2-GFP yeast 104, proCasp3 act 4 and MEP2 TOR yeast 97.
`Cc1c(NC(=O)c2c(N)sc3c2CCCC3)c(=O)n(-c2ccccc2)n1C` gave AGP1-GFP MLPCN 96, AHR activator 26, proCasp7 act -37, LAP4 TOR yeast 92, RPL19A-GFP yeast 98, CIT2-GFP yeast 96, proCasp3 act -25 and MEP2 TOR yeast 102.
For CCCNC(=O)c1nn2cc(Br)cnc2c1Cl the results were AGP1-GFP MLPCN 99, AHR activator 1, proCasp7 act 8, LAP4 TOR yeast 110, RPL19A-GFP yeast 99, CIT2-GFP yeast 92, proCasp3 act 3 and MEP2 TOR yeast 95.
For Cc1cccc(Nc2nnc(SCC(=O)Nc3cccc(S(=O)(=O)N4CCCCC4)c3)s2)c1 the results were AGP1-GFP MLPCN 106, AHR activator 1, proCasp7 act -5, LAP4 TOR yeast 93, RPL19A-GFP yeast 111, CIT2-GFP yeast 104, proCasp3 act -4 and MEP2 TOR yeast 105.
`Cc1ccc(S(=O)(=O)N(C)C)cc1NC(=O)C(C)OC(=O)C1CCCCC1` (configuration not stated) gave AGP1-GFP MLPCN 101, AHR activator -1, proCasp7 act -10, LAP4 TOR yeast 101, RPL19A-GFP yeast 98, CIT2-GFP yeast 101, proCasp3 act 5 and MEP2 TOR yeast 111.
For COc1ccc(NC(=S)NC(NC(=O)c2cccc(Cl)c2)C(Cl)(Cl)Cl)c([N+](=O)[O-])c1 (configuration not stated) the results were AGP1-GFP MLPCN 106, AHR activator 2, proCasp7 act -5, LAP4 TOR yeast 103, RPL19A-GFP yeast 103, CIT2-GFP yeast 112, proCasp3 act 1 and MEP2 TOR yeast 104.
Cc1cccc(OCc2nnc(SCC(=O)OC3CCCCC3)o2)c1 was read as AGP1-GFP MLPCN 101, AHR activator 0, proCasp7 act -3, LAP4 TOR yeast 102, RPL19A-GFP yeast 99, CIT2-GFP yeast 99, proCasp3 act -3 and MEP2 TOR yeast 104.
`O=C(NCCOCc1ccccc1)C(c1ccccc1)c1ccccc1` gave AGP1-GFP MLPCN 90, AHR activator 0, proCasp7 act 9, LAP4 TOR yeast 88, RPL19A-GFP yeast 90, CIT2-GFP yeast 86, proCasp3 act 1 and MEP2 TOR yeast 90.
CCCCOCCCNC(=O)CCCOc1ccccc1 was read as AGP1-GFP MLPCN 100, AHR activator 2, proCasp7 act 2, LAP4 TOR yeast 100, RPL19A-GFP yeast 98, CIT2-GFP yeast 99, proCasp3 act -3 and MEP2 TOR yeast 96.
Cc1c(C(=O)N2CC(C)OC(C)C2)[nH]c2ccc(Br)cc12 (configuration not stated) was read as AGP1-GFP MLPCN 90, LAP4 TOR yeast 88, RPL19A-GFP yeast 98, CIT2-GFP yeast 84 and MEP2 TOR yeast 93.
`CC12CCC(=O)N1C(C(=O)NNC(=O)c1cccc(Cl)c1)CS2` (configuration not stated) gave AGP1-GFP MLPCN 112, AHR activator 2, proCasp7 act 1, LAP4 TOR yeast 107, RPL19A-GFP yeast 103, CIT2-GFP yeast 100, proCasp3 act 5 and MEP2 TOR yeast 101.
For COc1ccc(-c2c(C)n([O-])c3c([n+]2=O)CCCC3)c(OC)c1 the results were AGP1-GFP MLPCN 96, AHR activator -2, proCasp7 act 5, LAP4 TOR yeast 96, RPL19A-GFP yeast 94, CIT2-GFP yeast 99, proCasp3 act -4 and MEP2 TOR yeast 102.
C/C(=N\NS(=O)(=O)c1ccc(Cl)c([N+](=O)[O-])c1)c1ccc(C)o1 was read as AGP1-GFP MLPCN 120, AHR activator 2, proCasp7 act 7, LAP4 TOR yeast 98, RPL19A-GFP yeast 106, CIT2-GFP yeast 110, proCasp3 act 1 and MEP2 TOR yeast 107.
`O=C(CCC1N=C2c3ccccc3N=C(SCc3ccccc3Cl)N2C1=O)NCc1ccco1` (configuration not stated) gave AGP1-GFP MLPCN 114, AHR activator 7, proCasp7 act 9, LAP4 TOR yeast 99, RPL19A-GFP yeast 104, CIT2-GFP yeast 105, proCasp3 act 8 and MEP2 TOR yeast 104.

A section from the list above:
C/C(=N\NS(=O)(=O)c1ccc(Cl)c([N+](=O)[O-])c1)c1ccc(C)o1 was read as AGP1-GFP MLPCN 120, AHR activator 2, proCasp7 act 7, LAP4 TOR yeast 98, RPL19A-GFP yeast 106, CIT2-GFP yeast 110, proCasp3 act 1 and MEP2 TOR yeast 107.
`O=C(CCC1N=C2c3ccccc3N=C(SCc3ccccc3Cl)N2C1=O)NCc1ccco1` (configuration not stated) gave AGP1-GFP MLPCN 114, AHR activator 7, proCasp7 act 9, LAP4 TOR yeast 99, RPL19A-GFP yeast 104, CIT2-GFP yeast 105, proCasp3 act 8 and MEP2 TOR yeast 104.

The listing continues:
Screening Cc1ccc(C(=O)N2CCCC2)cc1Br returned AGP1-GFP MLPCN 95, AHR activator 1, proCasp7 act 4, LAP4 TOR yeast 88, RPL19A-GFP yeast 99, proCasp3 act -3 and MEP2 TOR yeast 96.
Screening CCOC(=O)CN1N=C(/C=C/c2ccccc2)CCC1=O returned AGP1-GFP MLPCN 109, AHR activator -4, proCasp7 act 0, LAP4 TOR yeast 110, RPL19A-GFP yeast 102, CIT2-GFP yeast 92, proCasp3 act 1 and MEP2 TOR yeast 100.
Screening O=C(NCc1ccco1)c1cnn2c(C(F)(F)F)cc(-c3cccs3)nc12 returned AHR activator 21, proCasp7 act 0, LAP4 TOR yeast 105, RPL19A-GFP yeast 101, CIT2-GFP yeast 95, proCasp3 act -4 and MEP2 TOR yeast 98.
`Cc1cccc(OCCC(=O)NCC(c2ccco2)N2CCCCC2)c1` (configuration not stated) gave AGP1-GFP MLPCN 101, AHR activator 2, proCasp7 act -9, LAP4 TOR yeast 97, RPL19A-GFP yeast 101, CIT2-GFP yeast 112, proCasp3 act 0 and MEP2 TOR yeast 106.
Screening COCCN(C(=O)CCC(=O)Nc1ccccn1)C(C(=O)NC1CCCC1)c1ccc(OC)cc1 (configuration not stated) returned AGP1-GFP MLPCN 92, AHR activator 2, proCasp7 act 5, LAP4 TOR yeast 94, RPL19A-GFP yeast 101, CIT2-GFP yeast 108, proCasp3 act 4 and MEP2 TOR yeast 102.
`CCOc1ccccc1Oc1nc(-c2ccccc2O)nc2ccccc12` gave AGP1-GFP MLPCN 106, AHR activator 12, proCasp7 act 2, LAP4 TOR yeast 100, RPL19A-GFP yeast 107, CIT2-GFP yeast 108, proCasp3 act 8 and MEP2 TOR yeast 106.
COC(=O)c1sccc1NC(=S)Nc1ccc(OC)cc1 was read as AGP1-GFP MLPCN 108, AHR activator -1, proCasp7 act -15, LAP4 TOR yeast 105, RPL19A-GFP yeast 102, CIT2-GFP yeast 100, proCasp3 act -4 and MEP2 TOR yeast 106.
For COc1cc(C(=O)NCc2ccncc2)cc(Br)c1OCc1ccccc1 the results were AGP1-GFP MLPCN 99, AHR activator 12, proCasp7 act 3, LAP4 TOR yeast 100, RPL19A-GFP yeast 100, CIT2-GFP yeast 94, proCasp3 act 2 and MEP2 TOR yeast 99.
Screening COc1ccc(-c2nn(-c3ccccc3)cc2C(=O)Nc2cccc(S(=O)(=O)NC3=NCCC3)c2)cc1 returned AGP1-GFP MLPCN 91, AHR activator 4, proCasp7 act 3, LAP4 TOR yeast 97, RPL19A-GFP yeast 96, CIT2-GFP yeast 84, proCasp3 act 6 and MEP2 TOR yeast 98.
O=C(O)Cn1c2c(c3ccccc31)CSc1ccc(Cl)cc1-2 was read as AGP1-GFP MLPCN 103, AHR activator 23, proCasp7 act -22, LAP4 TOR yeast 115, RPL19A-GFP yeast 110, CIT2-GFP yeast 103, proCasp3 act -30 and MEP2 TOR yeast 104.
`CCOc1cc(/C=N/NC(=O)c2cccc(S(=O)(=O)N3CCOCC3)c2)ccc1OCC(=O)N(C)C` gave AGP1-GFP MLPCN 101, AHR activator -1, proCasp7 act 8, LAP4 TOR yeast 98, RPL19A-GFP yeast 94, CIT2-GFP yeast 108, proCasp3 act -3 and MEP2 TOR yeast 96.
`CCOc1cccc(C(=O)NC(=S)Nc2ccc(N3CCCC3)cc2)c1` gave AGP1-GFP MLPCN 107, AHR activator 4, proCasp7 act -1, LAP4 TOR yeast 103, RPL19A-GFP yeast 102, CIT2-GFP yeast 107, proCasp3 act -1 and MEP2 TOR yeast 107.
COC(=O)c1ccc2c(=O)n(CC3CCCO3)c(SCC(=O)NCCc3ccc(S(N)(=O)=O)cc3)nc2c1 (configuration not stated) was read as AGP1-GFP MLPCN 106, AHR activator 2, proCasp7 act 2, LAP4 TOR yeast 107, RPL19A-GFP yeast 114, CIT2-GFP yeast 107, proCasp3 act -2 and MEP2 TOR yeast 111.
COc1ccc(C(=O)/C=C/c2ccc(O)cc2)c(O)c1C/C=C(\C)CCC=C(C)C was read as AGP1-GFP MLPCN 104, AHR activator 4, proCasp7 act -16, LAP4 TOR yeast 106, RPL19A-GFP yeast 108, CIT2-GFP yeast 103, proCasp3 act -5 and MEP2 TOR yeast 104.
Screening CN1CCN(C(=O)c2ccc3c(c2)OCCO3)CC1 returned AGP1-GFP MLPCN 100, AHR activator 1, proCasp7 act -3, LAP4 TOR yeast 98, RPL19A-GFP yeast 100, CIT2-GFP yeast 92, proCasp3 act 6 and MEP2 TOR yeast 104.
COc1ccc(N(Cc2ccccc2)N=O)cc1 was read as AGP1-GFP MLPCN 108, AHR activator 2, proCasp7 act 10, LAP4 TOR yeast 97, RPL19A-GFP yeast 110, CIT2-GFP yeast 120, proCasp3 act -4 and MEP2 TOR yeast 109.
